High-throughput results (PubChem BioAssay)
ADAM10 inh: human ADAM10 inhibitors, primary screen, biochemical, QFRET, HTS. Disintegrin and metalloproteinase domain-containing protein 10 (Homo sapiens), O14672. recombinant ADAM10, EDANS/DABCYL FRET peptide cleavage, 3 h. inhibition, % at 7 µM. 370,000 compounds, 0.62% hits. AID 720582, 2013;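 active = inhibition above a per-campaign cutoff equal to the mean of compounds falling between control-based bounds plus 3 SD, cut at about 20% in these data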;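 also: 0% = DMSO wells while the 100% control is not disclosed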
Target sequence (O14672 214-748 limits assumed): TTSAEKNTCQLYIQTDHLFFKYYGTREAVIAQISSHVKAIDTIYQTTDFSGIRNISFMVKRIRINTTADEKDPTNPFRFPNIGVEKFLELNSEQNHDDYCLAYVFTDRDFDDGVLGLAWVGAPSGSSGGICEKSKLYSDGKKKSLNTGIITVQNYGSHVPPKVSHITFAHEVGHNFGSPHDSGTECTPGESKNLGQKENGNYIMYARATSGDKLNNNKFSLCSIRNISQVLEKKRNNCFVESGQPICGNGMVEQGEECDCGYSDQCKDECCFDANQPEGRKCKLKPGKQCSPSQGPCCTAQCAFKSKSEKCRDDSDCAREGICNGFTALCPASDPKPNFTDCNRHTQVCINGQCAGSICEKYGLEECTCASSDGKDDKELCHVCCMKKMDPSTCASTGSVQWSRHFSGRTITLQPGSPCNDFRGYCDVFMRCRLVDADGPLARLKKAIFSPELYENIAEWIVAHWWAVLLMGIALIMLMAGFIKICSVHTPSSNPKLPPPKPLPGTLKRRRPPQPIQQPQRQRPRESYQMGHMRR
DDE Tn6 FP inh: inhibitors of Tn6 peptide binding to fibrin DD(E), primary screen, biochemical, fluorescence polarization, human fibrin, Tn6 probe; Fibrinogen beta chain (Homo sapiens), P02675; Fibrin DD(E) TRITC-Tn6 fluorescence polarization displacement; inhibition, % at 8.3 µM; 370,000 compounds, 0.21% hits;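 active = inhibition above a per-campaign cutoff: mean of compounds within control limits plus 3 SD, cut at about 15% in these data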;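 also: 0% = median of all compound wells on the plate and 100% = blocking peptide control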
GC-A act: GC-A stimulated cGMP production enhancers – HEK293 GC-A cells, cGMP TR-FRET, EC30 ANP, primary screen | Atrial natriuretic peptide receptor 1 (Homo sapiens), P16066 | 0% at EC30 ANP, 100% saturating ANP | activation, % at 10 µM | 370,000 compounds, 0.14% hits | AID 1671463, 2021; in the data active = activation above about 40%
NPR2 activator: human GC-B receptor activators, primary screen, HEK293 GC-B cells, cGMP TR-FRET, EC30 CNP. activation, % at 10 µM. Atrial natriuretic peptide receptor 2 (Homo sapiens), P20594. 370,000 compounds, 0.11% hits. 0% at EC30 CNP, 100% saturating CNP. AID 1920062, 2024;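 active = activation at 10 µM reaching about 35% in either raw or pattern-adjusted values, limit read from the data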
proKLK7 act: proKLK7 zymogen activators, primary screen, biochemical, fluorescence intensity | Kallikrein-7 (Homo sapiens), P49862 | purified proKLK7, EDANS-DABCYL substrate fluorescence; 100% is mature enzyme control, 0% vehicle | activation, % at 7 µM | 370,000 compounds, 0.9% hits | AID 652039, 2013;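 active = activation above the mean of all tested compounds plus 3 SD, computed per campaign excluding outliers beyond control limits, cut at about 13% in these data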
Target sequence (P49862 whole entry, looked up): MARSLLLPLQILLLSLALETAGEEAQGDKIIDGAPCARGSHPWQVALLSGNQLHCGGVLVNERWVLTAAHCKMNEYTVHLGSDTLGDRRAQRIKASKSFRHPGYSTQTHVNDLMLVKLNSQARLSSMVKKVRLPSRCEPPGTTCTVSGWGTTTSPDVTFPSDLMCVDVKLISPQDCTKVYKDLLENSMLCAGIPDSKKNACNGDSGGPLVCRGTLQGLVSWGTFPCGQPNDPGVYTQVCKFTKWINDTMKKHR
ARFGAP1 inh: inhibitors of rat ARFGAP1 GAP activity, primary screen, biochemical, fluorescence polarization, GDP tracer; ADP-ribosylation factor GTPase-activating protein 1 (Rattus norvegicus), Q62848; Arfgap1-stimulated ARF1 GTP hydrolysis, GDP FP detection; inhibition, % at 16.5 µM; 360,000 compounds, 0.26% hits;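 active = inhibition above a per-plate limit, mean inhibition of low control wells plus 3 SD, cut at about 25% in these data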;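 also: 0% = DMSO wells with enzyme and 100% = wells lacking Arfgap1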
Target sequence (Q62848 1-136 limits assumed): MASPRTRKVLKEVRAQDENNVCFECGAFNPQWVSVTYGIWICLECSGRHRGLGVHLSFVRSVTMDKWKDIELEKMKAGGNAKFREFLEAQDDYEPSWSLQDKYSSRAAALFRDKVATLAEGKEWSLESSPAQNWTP
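Material: truncated rat Arfgap1 GAP domain; Incubation: compound-enzyme preincubation 20 min, reaction 120 min, detection 60 min, 25 °C; Read-out: percent inhibition of Arfgap1-stimulated GTP hydrolysis; Technique: FP, GDP Alexa 633 tracer displaced from anti-GDP antibody, 620/688 nm; Controls: No-Arfgap1 wells (100%) versus DMSO full-reaction wells (0%); Replication: single well per compound.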
GAA850 FXN act: FXN promoter activators, primary screen, cell-based, luciferase luminescence, HEK293 lucGAA850. HEK293 lucGAA850 FXN promoter luciferase reporter, 24 h; percent of 10 µM SAHA response. activation, % at 6 µM. 360,000 compounds, 0.56% hits. AID 540364, 2011;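 active = activation above the average of all compounds screened plus 3 SD, cutoff fixed separately per campaign, cut at about 7.5% in these data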;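 also: 0% = DMSO wells and 100% = 10 µM SAHA wells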
rCAG binder: binders of r(CAG) RNA repeats, primary screen, biochemical, fluorescence; AID 651821, 2012; r(CAG) RNA repeat, TO-PRO-1 dye displacement fluorescence; inhibition, % at 3 µM; 370,000 compounds, 1.3% hits;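 active = inhibition above the plate cutoff, the mean of all test compounds on that plate plus 3 SD, cut at about 35% in these data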;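 also: 0% = DMSO alone and 100% = 100 µM mitoxantrone as full dye displacement; higher means more dye released from RNA so lower well fluorescence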
ASAP1 GAP inh: inhibitors of human ASAP1 ArfGAP activity, primary screen, biochemical, fluorescence polarization; AID 624377, 2012; 360,000 compounds, 0.19% hits; ASAP1-stimulated ARF1 GTP hydrolysis, GDP FP detection; inhibition, % at 16.5 µM; Arf-GAP with SH3 domain, ANK repeat and PH domain-containing protein 1 (Homo sapiens), …; in the data active = inhibition above about 25%;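 also: 0% = vehicle with enzyme and substrate and 100% = no enzyme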
HGIII-sPLA2 inh: human group III sPLA2 inhibitors, primary screen, biochemical, QFRET, BODIPY PC-A2 liposome substrate; inhibition, % at 12.2 µM; 370,000 compounds, 0.56% hits; QFRET BODIPY PC-A2 liposome hydrolysis, fluorescence; Group 3 secretory phospholipase A2 (Homo sapiens), Q9NZ20;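 active = inhibition above mean plus 3 SD of compounds lying within the high and low control bounds, cut at about 19% in these data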;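 also: 0% = median of test compound wells and 100% = no enzyme DMSO wells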
An asterisk follows results filed as active.

SMILES	ADAM10 inh	DDE Tn6 FP inh	GC-A act	NPR2 activator	proKLK7 act	ARFGAP1 inh	GAA850 FXN act	rCAG binder	ASAP1 GAP inh	HGIII-sPLA2 inh
Cc1ccccc1C(=O)Nc1nnc([C@@H]2C[C@H](O)[C@@H](CO)O2)s1	-7.1	0.5	3.5	1.2	-0.8	-13.8	-0.6	3.2	-9.4	2.4
CCn1c(SCC(=O)N(C)C2CCS(=O)(=O)C2)nnc1-c1ccccc1 (configuration not stated)	-3.7	-0.5	1.6	-3.8	0.8	-2.3	0.9	0.2	-11.9	-2.5
COc1cccc(C(=O)NC(=S)Nc2ccc(Cl)cc2C(=O)O)c1	-102.3	-8.2	-1.8	-1.4	0.5	6.0	0.0	16.1	5.9	4.4
O=C(Cc1cccc2ccccc12)Nc1nc2ccccc2[nH]1	-0.7	-14.6	1.9	-0.7	-0.3	8.0	-2.6	7.7	7.9	16.9
O=C(c1ccc2ccccc2n1)N1CCN(Cc2c(F)cccc2Cl)CC1	4.8	-1.8	3.3	-7.8	0.8	0.5	-0.5	-4.1	-8.8	2.7
CCn1ncc(CN2CCC(Oc3ccc(C(=O)N4CCCC4)cc3)CC2)c1C	-3.5	-5.8	0.9	0.2	0.1	6.5	0.1	-7.3	-5.5	-2.7
O=C(O)CCC(=O)N1CCc2cc(S(=O)(=O)NCc3cccs3)ccc21	2.7	-1.8	2.3	2.8	0.3	3.6	2.1	1.4	0.1	2.6
CSc1nsc(SCC(=O)Nc2ccccc2C(N)=O)n1	0.9	1.8	-0.9	0.0	0.3	-3.4	1.6	4.1	-0.7	-8.3
Cn1cc(CNCc2cnc3ccccn23)c(-c2ccc(Oc3ccccc3)cc2)n1	-11.4	2.0	-2.2	-4.0	0.5	3.3	2.8	-2.9	-1.3	-8.0
O=S(=O)(/C=C/c1ccccc1)N1CCN(Cc2ccccc2)CC1	-1.9	-5.2	6.3	3.4	0.7	17.1	1.8	-2.1	17.6	-7.0
COc1ccc(Cn2ccnc2)cc1Br	3.0	3.8	3.6	-0.5	-0.8	-0.2	6.0	0.6	-7.7	-10.8
CC[C@H](C)[C@@H]1NC(=O)[C@H]([C@@H](C)CC)NC(=O)[C@@H](CC(C)C)NC(=O)[C@H](Cc2ccccc2)NC(=O)[C@H](Cc2ccccc2)NC(=O)[C@@H]2CCCN2C(=O)[C@@H]2CCCN2C(=O)[C@H](C(C)C)NC(=O)[C@H](CC(C)C)NC1=O	0.9	1.8	-0.6	2.9	-0.1	2.3	0.3	3.1	-6.4	-6.3
Cn1ccnc1CN1CCN(C(=O)c2cc(COc3ccc(F)c(F)c3)on2)CC1	-7.4	9.3	2.0	-4.8	-0.6	-3.0	2.2	-3.6	4.0	-5.2
COc1ccc(CNC(=O)COC(=O)c2n[nH]c3ccccc23)cc1OC	5.1	10.6	2.8	0.5	0.2	19.7	0.7	4.9	-10.8	-7.5
Cc1ccc(S(=O)(=O)N2CCOCC2)cc1NC(=O)COC(=O)c1ccc(Br)cc1	-9.3	5.2	-3.7	-3.8	-0.7	-9.5	-0.2	0.1	6.2	7.9
CCOC(=O)c1cc(C)n(S(=O)(=O)c2ccc(C)cc2)c1C	10.3	7.9	3.3	5.6	0.2	8.7	3.2	-1.7	-2.6	1.4
CCOC(=O)c1c(-c2ccco2)csc1NC(=O)CSc1nnc(N)s1	-6.3	-0.6	-2.1	-5.2	-0.5	-4.3	1.9	20.8	-11.9	-37.0
CCOC(=O)Cc1csc(NS(=O)(=O)c2ccc3ccccc3c2)n1	-9.5	-2.9	0.6	7.9	-0.2	3.0	-2.9	30.1	4.0	-35.4
COc1ccc(S(=O)(=O)N2CC=C(c3ccccc3)CC2)cc1OC	-1.6	-7.5	-0.7	-1.7	0.6	10.4	1.7	4.3	1.8	-3.2
COc1cccc(-c2nc3ccccc3s2)c1O	-10.8	-4.0	6.8	-0.7	25.4*	16.4	6.8	2.5	0.5	7.3
Cc1ccc(S(=O)(=O)N2CCN(C(=O)COC(=O)CSc3ccccc3)CC2)c(C)c1	-2.6	5.4	-1.7	3.3	0.4	7.3	-0.4	-5.4	0.1	-11.7
CC(Cn1nnc2ccccc21)C(=O)O (configuration not stated)	3.2	2.5	-1.9	-0.9	0.1	-6.4	-2.2	2.8	1.9	-1.5
O=c1c2cc(NC(=S)N3CCCC3)ccc2nc2n1CCCCC2	-14.0	8.6	-0.2	-1.7	-0.4	3.8	-0.2	-2.2	1.5	11.1
Cc1ncc([N+](=O)[O-])n1CC(=O)Nc1ccccc1	6.8	-5.2	-3.6	-1.5	1.2	2.0	-0.3	-1.0	-4.7	1.1
COCCNC(=O)C(c1ccc(F)cc1)N(Cc1ccccc1)C(=O)CCC(=O)Nc1nccs1 (configuration not stated)	-2.2	-0.2	1.0	-5.7	0.2	3.0	-0.5	-5.5	3.4	-1.9

Shown as a hit in proKLK7 act, among the entries above:
| structure | ADAM10 inh | DDE Tn6 FP inh | GC-A act | NPR2 activator | proKLK7 act | ARFGAP1 inh | GAA850 FXN act | ASAP1 GAP inh | HGIII-sPLA2 inh |
| --- | --- | --- | --- | --- | --- | --- | --- | --- | --- |
| COc1cccc(-c2nc3ccccc3s2)c1O | -10.8 | -4.0 | 6.8 | -0.7 | 25.4* | 16.4 | 6.8 | 0.5 | 7.3 |

(further entries)
SMILES	ADAM10 inh	DDE Tn6 FP inh	GC-A act	NPR2 activator	proKLK7 act	ARFGAP1 inh	GAA850 FXN act	rCAG binder	ASAP1 GAP inh	HGIII-sPLA2 inh
CCN(C(=O)CN1C(=O)c2ccc([N+](=O)[O-])cc2C1=O)C1CCCCC1	2.8	-3.7	0.6	-3.3	0.1	4.9	0.3	-2.5	-8.4	-1.4
CCC(=O)N1CCN(c2ccc(NC(=O)c3cc4ccccc4o3)cc2)CC1	9.7	9.3	-0.4	3.2	-0.6	3.2	-1.7	-2.8	-6.5	-6.1
O=C(NCC1CC1)c1cccc2c1C(=O)c1ccc(N3CCCC3)cc1S2(=O)=O	6.3	8.0	3.5	2.3	-0.4	17.4	-0.6	-22.2	-10.7	-9.7
Cc1cc(O)c(C(C)C)cc1NC(=O)c1cccc(Cl)c1	-0.9	3.5	1.3	1.5	-0.3	-9.2	0.8	-1.9	2.5	-11.7
O=C(CCCc1ccccc1)Nc1nnc(C(F)(F)F)s1	-2.3	-4.1	1.0	-3.4	-0.6	0.6	0.7	-1.7	-1.7	-7.2
O=S(=O)(c1ccc(F)cc1)N1CCN(C(=S)NC2CCCC2)CC1	5.8	-3.1	-2.4	5.0	0.6	10.9	3.7	2.2	13.9	10.6
COc1cccc(NC(=O)CN(C)C(=O)c2c(-c3c(F)cccc3Cl)noc2C)c1	8.2	-2.6	-1.2	-2.1	0.2	8.0	1.1	4.6	6.5	-8.2
CC(c1ccco1)N(C(=O)COc1ccccc1[N+](=O)[O-])c1ccccn1 (configuration not stated)	-3.9	3.8	3.2	1.6	-0.1	-9.1	2.5	-4.4	2.6	2.6
Cc1ccc(C(=O)NC2CCCCC2)cc1S(=O)(=O)N1CCCC1	-1.5	-0.1	3.5	-1.0	0.1	-0.8	2.8	-8.3	-6.5	1.9
CNC(=O)Nc1cccc(C(F)(F)F)c1	-2.4	3.1	7.2	3.8	-1.1	8.2	2.1	3.1	-10.5	5.7
Cc1ccc(S(N)(=O)=O)c(C)c1-n1cnnn1	-1.6	-0.8	0.8	1.5	0.5	-6.0	1.9	-1.6	-3.9	5.2
COc1ccc2nc(/C(C#N)=C\c3ccc(C(=O)O)cc3)[nH]c2c1	-26.9	-4.6	21.9	-2.8	10.4	17.6	7.3	8.2	-7.5	-12.2
CCC(=O)Nc1ccc(C(=O)Nc2ccc(Br)cc2F)cc1	-8.6	2.3	3.1	-1.1	0.0	6.6	2.2	-0.4	17.1	6.6
Cc1onc(-c2ccccc2)c1C(=O)Nc1sc2c(c1C#N)CCC2	-3.0	4.1	0.9	-5.3	-0.4	-5.8	-7.2	15.7	1.9	-4.4
Clc1ccc(-c2nc(Cc3ccccc3)no2)cc1	-12.8	-0.9	-3.0	-2.7	0.0	-0.8	4.2	-0.1	-7.3	4.1
O=C(COC(=O)c1c[nH]c2ccccc12)Nc1ccc([N+](=O)[O-])cc1	12.2	3.9	-3.1	-1.4	0.1	-3.2	-0.6	2.2	8.6	-8.7
COc1ccccc1CNC(=O)C1CCN(S(=O)(=O)c2c(C)noc2C)CC1	-9.2	6.5	1.8	-4.9	0.1	9.6	0.8	-1.3	5.1	0.5
CN(CC(=O)Nc1cccc(F)c1)C(=O)Cc1n[nH]c(=O)c2ccccc12	2.1	-8.0	-0.8	-1.1	-0.3	-6.5	0.9	-2.7	-6.1	1.4
COC(=O)C(NC(=O)C(CC(C)C)NC(=O)C1CCC(C)CC1)C(C)C (configuration not stated)	-8.1	-5.1	-1.0	-0.8	-0.5	-4.3	1.1	-8.3	1.2	-3.2
Cc1ccc2nc(SCC(=O)Nc3ccccc3N3CCOCC3)c(C#N)cc2c1	-6.4	-4.6	-4.9	-10.2	0.1	-6.3	0.8	-1.7	14.3	0.7
C[C@H]1CCC(=O)N([C@H](COc2ccccc2)Cc2ccccc2)CC1	8.2	-3.4	-4.5	-10.8	-0.1	-3.9	-1.1	-6.0	-3.8	4.1
COc1ccc(N2C(=O)CC(c3ccc(OC(C)C)cc3)C2=O)cc1 (configuration not stated)	-11.2	1.1	7.2	0.2	0.3	2.9	-1.0	-0.3	4.2	-7.1
O=C(c1cc2c(F)cccc2s1)N1CCCC1	1.4	-0.1	0.6	4.4	0.2	-12.3	1.9	-1.8	5.9	2.8
CC(NC(=S)NC(=O)c1ccccc1Br)c1ccccc1 (configuration not stated)	7.8	5.9	5.1	-2.4	-0.9	7.4	2.3	10.8	7.5	4.6
COc1ccc(-c2nnc(SCC(=O)N3CCOCC3)n2C)cc1OC	-13.4	-7.0	-2.0	-3.2	-0.8	-10.0	0.2	-2.9	13.7	8.2
COc1cc(/C=C2\S/C(=N/S(=O)(=O)c3ccccc3)NC2=O)c([N+](=O)[O-])cc1OC	-8.3	-1.1	0.3	-1.1	2.7	2.7	1.8	77.4*	-10.0	-31.1
COc1cccc(Nc2n[nH]c(=S)s2)c1	0.0	-18.0	-4.0	0.5	0.0	6.4	3.4	2.6	1.3	10.6
COc1ccc(NC(=O)C2CCCO2)cc1 (configuration not stated)	-47.2	7.1	-0.1	2.2	-0.1	5.6	-0.7	0.6	-2.6	2.5
